FLuc modulator: firefly luciferase modulation, counter-screen for miR-21 project. 360,000 compounds, 6.9% hits. Potency, µM (titrated, usually from 57.5 µM), inactives show at the highest dose activity change, negative = inhibition, actives largely listed as inhibitors. P08659. purified FLuc, Km substrates, luminescence inhibition; active = well fitted inhibition curve with a large enough effect; inconclusive = small, poorly fitted or top-dose-only effect;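 also: plate controls were vehicle for no effect and reference inhibitor for full effect; nearly all actives have a fitted effect of over 55% in size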
Target sequence (P08659 whole entry, looked up): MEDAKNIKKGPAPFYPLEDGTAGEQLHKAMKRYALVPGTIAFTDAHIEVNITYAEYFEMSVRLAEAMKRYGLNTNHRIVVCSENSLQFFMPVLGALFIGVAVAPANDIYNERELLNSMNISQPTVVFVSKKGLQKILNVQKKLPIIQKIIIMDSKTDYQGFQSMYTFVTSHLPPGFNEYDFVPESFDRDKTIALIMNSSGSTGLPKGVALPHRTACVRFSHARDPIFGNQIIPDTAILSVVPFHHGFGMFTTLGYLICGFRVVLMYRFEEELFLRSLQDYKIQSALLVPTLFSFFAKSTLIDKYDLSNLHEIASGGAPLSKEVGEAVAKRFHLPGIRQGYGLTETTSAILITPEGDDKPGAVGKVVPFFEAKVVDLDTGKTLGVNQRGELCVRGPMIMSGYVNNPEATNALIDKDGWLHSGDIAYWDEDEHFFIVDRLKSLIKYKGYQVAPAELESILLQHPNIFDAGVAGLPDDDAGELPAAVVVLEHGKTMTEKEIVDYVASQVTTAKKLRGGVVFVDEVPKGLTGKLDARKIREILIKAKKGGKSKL
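Purified P. pyralis luciferase, 10 nM final, with Km-level 10 uM D-luciferin and 10 uM ATP in 50 mM Tris acetate pH 7.5, 10 mM Mg acetate, 0.01% Tween-20, 0.05% BSA; 6-point qHTS titration about 60 µM downward; luminescence read.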
An asterisk follows results filed as active; u = inconclusive. Potency is read from the fitted curve at half-maximal effect. A portion of the library; rates above refer to the full screens.

SMILES | FLuc modulator
Cc1cccc(-c2noc(CN(C(=O)c3ccccc3Cl)C(C)C)n2)c1 | 2%
CCOc1ccc(NC(=O)CN2CCCN(Cc3cc(C)ccc3C)S2(=O)=O)cc1 | -11%
O=C(CSCc1cnn(-c2ccccc2)c1-n1cccc1)NCc1ccc(Cl)cc1 | -4%
Cc1ccccc1Nc1c(-c2c[nH]c3ccccc23)nc2ccccn12 | 5%
O=S(=O)(c1ccc(Br)cc1)c1nnn2c1nc(NCc1cccs1)c1sccc12 | 0%
CCN1CCN(CCCNC(=O)c2cnn(-c3ccc(OC)cc3)c2C2CCN(C(=O)OC(C)(C)C)CC2)CC1 | -1%
COc1ccc(C)cc1-n1c(-c2ccc(Cl)cc2)cc2c1CC(C)(C)CC2=O | 3%
CCCCn1c(=O)c2oc3ccccc3c2n(Cc2ccc(OC)cc2)c1=O | -1%
CCOC(=O)c1cccnc1SCC(=O)Nc1ccc(C)cc1C | -9%
Cc1cccc(N2CCN(C(=O)c3c(C)oc4nc(C)nc(N5CCCC5)c34)CC2C)c1 (centres undefined) | 0%

Next section; the last 2 above are carried over.
SMILES | FLuc modulator
CCOC(=O)c1cccnc1SCC(=O)Nc1ccc(C)cc1C | -9%
Cc1cccc(N2CCN(C(=O)c3c(C)oc4nc(C)nc(N5CCCC5)c34)CC2C)c1 (centres undefined) | 0%
COc1cccc(-c2nc(S(=O)(=O)c3ccc(C)cc3)c(NCc3ccccc3)o2)c1 | 3%
Cc1cccc2sc(N(Cc3cccnc3)C(=O)CCS(=O)(=O)c3ccccc3)nc12 | 1%
Cc1nn2c(C)c(C(=O)N3CCN(c4ccccc4)CC3)cnc2c1-c1ccccc1 | -4%
Cc1nn2c(=O)cc(COC(=O)c3ccccc3NC(=O)c3cccs3)nc2s1 | -1%
Cc1cc2c(n1-c1ccc(C(=O)NCCc3ccc(Cl)cc3)cc1)CCCC2 | -2%
Cn1c(=O)[nH]c(=O)c2c1nc(N1CCOCC1)n2Cc1ccccc1 | 5%
COc1cccc(C(=O)NCCc2csc(-c3ccc(Cl)cc3)n2)c1 | 21µM*
Cc1ccc(CN2CCC(CNC(=O)c3cnn(-c4ccccc4)c3C3CCN(C(=O)OC(C)(C)C)CC3)CC2)cc1 | -6%
Cc1cccc(NC(=O)C2CCCN(S(=O)(=O)c3ccc(Br)s3)C2)c1 (centres undefined) | -1%
COc1ccc(N2CCN(C(CNC(=O)C(=O)NCc3ccc(F)cc3)c3cccnc3)CC2)cc1 (centres undefined) | -2%
O=S(=O)(NCCS(=O)(=O)N1CCN(c2ccccc2F)CC1)c1ccc(Cl)cc1 | 1%
Cc1ccc(C(NC(=O)Cc2cccs2)C(=O)Nc2ccc(C(C)C)cc2)cc1 (centres undefined) | 9%
CCC1CN(C(=O)N2CCC(C(=O)O)CC2)c2cc(C)ccc2O1 (centres undefined) | -1%
CCCCOC(=O)CSc1nnc(-c2ccccc2)o1 | -16%
Cc1ccc(NC(=O)NCc2cccn2Cc2ccccc2)cc1F | -2%
Cc1ccc(C)c(-c2nnc(NC(=O)c3ccc4c(c3)OCCO4)o2)c1 | u
CCCNC(=O)c1c(NC(=O)c2ccc(C)cc2)sc2c1CCCCC2 | -3%
COc1ccc(CNc2nc(-c3ccco3)nn2C(=O)c2ccccc2Cl)cc1 | -1%
O=S(=O)(NCCc1csc(-c2cccc(F)c2)n1)c1cc(F)ccc1F | -8%
CCOc1ccc(OCC)c(NC(=O)C2CCN(S(=O)(=O)c3cn(C)cn3)CC2)c1 | 5%
COc1ccc(NC(=O)CSc2nc3ccccc3n2CC(=O)N(C)C2CCCCC2)cc1 | -16%
O=C(Cc1ccc(NC(=O)N2CCSc3ncccc32)cc1)NCc1ccccc1 | -12%
O=C1C(=O)N(C2CCN(S(=O)(=O)c3ccc(F)cc3)CC2)CCN1Cc1ccccc1 | -1%
CCOC(=O)c1c(S(=O)(=O)N2CCC(C(=O)Nc3cccc(C#N)c3)CC2)c(C)n(C)c1C | -8%
CCOc1ccc(NC(=O)N2CCC(N3CCCCC3)CC2)cc1 | 5%
COc1ccc(-c2cc(OC(=O)c3ccc(Cl)cc3)c3c(C)oc(C)c3c(=O)c2)cc1 | u
COC(=O)c1cc(C)nc2c1c(=O)nc(SCc1cc(C)ccc1C)n2C1CC1 | 1%
CCOC(=O)c1sc2ccccc2c1S(=O)(=O)Nc1cc(OC)ccc1OC | 0%
Cc1cc(Oc2c(C(F)(F)F)oc3c(CN4CCC(C)CC4)c(O)ccc3c2=O)cc(C)c1Cl | -1%
CCOc1ccc(S(=O)(=O)Nc2ccc3oc(C)c(C(=O)OCCOC)c3c2)cc1 | u
COc1cccc(-c2csc(-c3c(N)c(C(=O)c4ccc5c(c4)OCO5)n4ccccc34)n2)c1 | 1%
O=C(Cn1cc(S(=O)(=O)Cc2ccccc2Cl)c2ccccc21)Nc1ccc(F)cc1F | 2%
Cc1cc2c(=O)c(C(=O)c3ccncc3)cn(CC(=O)Nc3cccc(C)c3C)c2cc1C | 0%
Cn1c(NCCCO)nc2c1c(=O)n(Cc1cccc(F)c1)c(=O)n2C | 4%
COc1cc2c(cc1OC)n(CC(=O)c1cc(C)ccc1C)c(=O)n1nc(CCn3nc(C)cc3C)nc21 | -3%
Cc1nc2cc(C(=O)O)ccc2n1-c1ccc(C(C)C)cc1 | u
O=C(COc1ccccc1)N(Cc1cccnc1)c1nc2ccc(Cl)cc2s1 | 7%
COc1ccc(-c2noc(COc3cc(C)ccc3C)n2)cc1OC | -10%
COc1cccc(NC(=O)CSC2=Nc3ccccc3C3=NC(CC(=O)NCc4ccc5c(c4)OCO5)C(=O)N23)c1 (centres undefined) | -2%
COc1ccccc1NC(=O)c1nc(SCc2ccc(F)cc2)ncc1Cl | 5%

15 entries from above, tab-delimited:
molecule	FLuc modulator
Cc1ccc(C)c(-c2nnc(NC(=O)c3ccc4c(c3)OCCO4)o2)c1	u
CCCNC(=O)c1c(NC(=O)c2ccc(C)cc2)sc2c1CCCCC2	-3%
COc1ccc(CNc2nc(-c3ccco3)nn2C(=O)c2ccccc2Cl)cc1	-1%
O=S(=O)(NCCc1csc(-c2cccc(F)c2)n1)c1cc(F)ccc1F	-8%
CCOc1ccc(OCC)c(NC(=O)C2CCN(S(=O)(=O)c3cn(C)cn3)CC2)c1	5%
COc1ccc(NC(=O)CSc2nc3ccccc3n2CC(=O)N(C)C2CCCCC2)cc1	-16%
O=C(Cc1ccc(NC(=O)N2CCSc3ncccc32)cc1)NCc1ccccc1	-12%
O=C1C(=O)N(C2CCN(S(=O)(=O)c3ccc(F)cc3)CC2)CCN1Cc1ccccc1	-1%
CCOC(=O)c1c(S(=O)(=O)N2CCC(C(=O)Nc3cccc(C#N)c3)CC2)c(C)n(C)c1C	-8%
CCOc1ccc(NC(=O)N2CCC(N3CCCCC3)CC2)cc1	5%
COc1ccc(-c2cc(OC(=O)c3ccc(Cl)cc3)c3c(C)oc(C)c3c(=O)c2)cc1	u
COC(=O)c1cc(C)nc2c1c(=O)nc(SCc1cc(C)ccc1C)n2C1CC1	1%
CCOC(=O)c1sc2ccccc2c1S(=O)(=O)Nc1cc(OC)ccc1OC	0%
Cc1cc(Oc2c(C(F)(F)F)oc3c(CN4CCC(C)CC4)c(O)ccc3c2=O)cc(C)c1Cl	-1%
CCOc1ccc(S(=O)(=O)Nc2ccc3oc(C)c(C(=O)OCCOC)c3c2)cc1	u

Next section:
SMILES | FLuc modulator
COc1ccc(CNC(=O)Cc2coc3ccc(C(C)C)cc23)cc1 | u
COc1ccc(S(=O)(=O)N(CC(=O)NCc2ccccc2)c2ccc(C)cc2)cc1OC | 3%
O=S(=O)(c1ccc(-c2csc(=Nc3ccc(OC(F)(F)Cl)cc3)n2CCCO)cc1)N1CCCC1 | 4%
COc1ccc(-c2cn3nc(N4CCCC(C(=O)Nc5cc(C)ccc5C)C4)sc3n2)cc1 (centres undefined) | u
CC(C)c1ccc2oc(-c3ccc(NC(=O)c4cc5ccccc5o4)cc3)nc2c1 | -2%
Cc1ccc(C(=O)NCc2ccccc2)cc1NC(=O)c1nsc2ccccc12 | u
COc1ccc(C2=NC(C)(C)N(CC(=O)Nc3cccc(C)c3)C2=O)cc1 | -4%
CCc1nnc2c(N3CCN(c4cccc(C)c4)C(C)C3)nc3ccccc3n12 (centres undefined) | 3%
Cc1ccccc1CSc1cn(CC(=O)N2CCCC2)c2ccccc12 | u
CCCCNC(=O)CSc1nc2cc3c(cc2c(=O)n1CCCCCC(=O)NCCc1ccc(OC)c(OC)c1)OCO3 | -9%
Cc1ccccc1CSc1nc2cccnc2n1Cc1ccc(C(=O)NC2CC2)cc1 | 6µM*
CCc1cccc(NC(=O)CN(c2ccc(C)c(C)c2)S(=O)(=O)c2ccsc2C(=O)OC)c1 | -1%
CCN(c1ccc(OC)cc1)S(=O)(=O)c1c(C(=O)N2CCCCCC2)c(C)n(C)c1C | -2%
CC(=O)Nc1cccc(NC(=O)CSc2nccn2Cc2ccc3c(c2)OCO3)c1 | -8%
Cc1cccc(C(=O)Nc2ccc(-c3nc4ccccc4s3)cc2Cl)c1 | -6%
COc1ccc(OC)c(CCNC(=O)Cn2ncc3c([nH]c4ccccc43)c2=O)c1 | 0%
CCOC(=O)c1ccccc1NC(=O)Cn1c(=O)n(-c2ccc(CC)cc2)c(=O)c2c(C)c(C(=O)N(C)C)sc21 | 0%
CCc1ccc(C(=O)c2cnc3ccc(F)cc3c2S(=O)(=O)c2ccccc2)cc1 | -14%
COc1cccc(C2CC(=O)Nc3cc4c(cc32)OCCO4)c1OC (centres undefined) | -9%
Cc1ccccc1OCCCCn1c(CCNC(=O)C(C)(C)C)nc2ccccc21 | -8%
COC(=O)c1c(Oc2ccc(OC)cc2)nnc(-c2ccccc2)c1-c1ccccc1 | -18%
COc1ccc(-c2nc3ccccc3o2)cc1NC(=O)c1ccc(-c2ccc(Br)cc2)o1 | 3%
CCCCN1C(=O)CN(C2CCCCC2)C(=O)C1c1ccc(OC(C)C)c(OC)c1 (centres undefined) | -1%
CC(C)(C)C(=O)Nc1cccc(C(=O)OCc2cc(=O)n3nc(C4CC4)sc3n2)c1 | 3%
Cc1ccc2nc(-c3ccc(NC(=O)COc4ccc(Br)cc4Br)cc3)sc2c1 | 2.1µM*
Cc1ccc(C(=O)Nc2onc3c2CCCC3)cc1 | 0.3µM*
COc1cccc(N2CCN(c3c4c(nc5nncn35)CCC4)CC2)c1 | -10%
CCc1cccc(C)c1NC(=O)c1cccc(C(=O)Nc2c(C)cccc2CC)c1 | -6%
COc1ccc(OC)c(CCNC(=O)c2ccc3[nH]c(C)c(C)c3c2)c1 | -1%
O=C(COCc1cc(-c2cccs2)on1)NCc1ccccc1Cl | u
CC1=C(C(=O)Nc2ccc(C)c(C)c2)C2(CCCCCC2)OC1=O | 2%
Cc1ccc(N2CC(NC(=O)C3CCCCC3)CC2=O)cc1 (centres undefined) | -1%
N#Cc1ccc(Nc2nn3c(=O)c4ccccc4nc3s2)cc1 | -13%
CCOc1ccc(CNC(=O)Cn2nc(C)c3sc4ccccc4c3c2=O)cc1 | u
O=C(NC1CCCCC1)c1ccc(Cn2c(SCc3cccc(F)c3)nc3cccnc32)cc1 | -14%
CC(=O)c1ccc(NC(=O)Cn2c(=O)nc(-c3ccccc3)c3cc(Cl)ccc32)cc1 | -8%
CCOC(=O)c1scc(-c2ccccc2)c1S(=O)(=O)Nc1ccccc1OC | -3%
COc1ccc(NC(=O)C2CCN(C(=O)c3sc4nc[nH]c(=O)c4c3C)CC2)c(OC)c1 | 0%
COc1ccccc1C(=O)Nc1ccc(OCc2cc(=O)n3ccc(C)cc3n2)cc1 | -2%
Cc1ccc(C)n1-c1c(C(=O)NCC(C)c2ccccc2)sc2ncccc12 (centres undefined) | 0%
Cc1nn(-c2ccc(N3CCCC3)nn2)c(C)c1CCC(=O)NCc1ccccc1F | -8%
COc1cc(C2C(=O)N(C3CCCCCC3)CC(=O)N2CCc2ccccc2)ccc1OC(C)C (centres undefined) | 7%
Cc1cccc(NC(c2nnc(-c3ccccc3)o2)c2ccc(F)cc2Cl)c1C (centres undefined) | -7%
COc1cccc(NC(=O)c2nn(-c3ccc(C)cc3)c(=O)n(C)c2=O)c1 | -2%
CCOC(=O)c1cc2c(=O)n3ccccc3nc2n(CC2CCCO2)c1=NC(=O)c1ccc(F)cc1 (centres undefined) | 0%
CC(C)Oc1ccc(CNC(=O)c2cccc(NC(=O)N3CCSc4ncccc43)c2)cc1 | u
CCOc1ccc(NC(=O)c2c(NC(=O)Cc3ccccc3)sc3c2CCCCC3)cc1 | u
CCN1CCN(Cc2c(O)ccc3oc(C)c(C(=O)Nc4ccc(OC)c(Cl)c4)c23)CC1 | -2%
COc1ccc(N2CCN(c3nc(-c4ccccc4F)nc4ccccc34)CC2)cc1 | 6%
Cc1ccc(NC(=O)/C(C#N)=C/c2cc(C)n(-c3ccc(Br)cc3)c2C)cc1C | -3%
Next compounds
SMILES | FLuc modulator
COc1ccc(CCNC(=O)C(=O)NCC(c2ccco2)S(=O)(=O)c2ccccc2)cc1 (centres undefined) | 0%
CCc1cccc(CC)c1N(COC)C(=O)Cn1c(C)nc2ccccc21 | -6%
CCOc1ccc(OCC)c(NC(=O)C(NS(=O)(=O)c2ccc(Br)s2)c2ccccc2)c1 (centres undefined) | -4%
CC(C)(C)c1ccc(C(=O)N2CCCCC2CCN2CCCCC2)cc1 (centres undefined) | -1%
CCOc1ccc(-c2nc(SCC(=O)NCCOC)c(-c3ccc(OC)c(OC)c3)[nH]2)cc1 | -3%
CC(C)OC(=O)C(C(=O)C(F)(F)F)c1cc(NS(=O)(=O)c2ccc3c4c(cccc24)C(=O)N3)ccc1O (centres undefined) | u
O=C(Cn1c(=O)n(-c2ccc(Cl)cc2)c(=O)c2oc3ccccc3c21)Nc1ccccc1 | 6%
Cc1ccc2nc(Nc3ccc(Br)cc3)nc(-c3ccccc3)c2c1 | 7%
CCOC(=O)c1c(NC(=O)c2cc(=O)c3ccc(C)cc3o2)sc(C)c1C | -3%
COC(=O)c1cc2sc(C)cc2n1CC(=O)Nc1cccc(SC)c1 | -7%
Cc1ccc(S(=O)(=O)Nc2cc(Cl)c3oc4c(c3c2)CCCC4)cc1 | u

Screening data deposited in PubChem by National Center for Advancing Translational Sciences (NCATS).
